DENV2 CPE – inhibitors of DENV2 cytopathic effect; DENV2-infected cells, cytopathic effect rescue, plate reader; actives 1.7% (n = 350,000); CPE inhibition, % at 9.99 µM; AID 651640; in the data active means CPE inhibition above about 20%, passing the limit was not always enough; inconclusive means no clear call, values can overlap the other calls; tested in BHK-21 cells;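 further: 0% = median of neutral control wells and 100% = median of positive control wells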
EWS-Fli block – inhibitors of EWS/Fli oncoprotein transcriptional activity; A673 NR0B1-luciferase reporter, viability-normalised; inhibition, % at 12.6 µM; actives 0.67% (n = 350,000);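 active means mean inhibition of at least 50% after viability correction, with every replicate also passing that limit; inconclusive means mean reaches 50% but only one of two replicates passes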;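 further: firefly luciferase signal divided by Alamar Blue viability fluorescence both relative to DMSO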
GSIS activator – primary screen for activators of insulin secretion dependent on glucose, INS-1E cells, GLuc reporter luminescence. INS-1E GLuc reporter insulin secretion, 2-3 h. activation, % at 16.6 µM. actives 0.61% (n = 370,000). AID 743287;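 active means lowest replicate activation of at least 40%, so every replicate reaches that level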;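 further: 0% = median of neutral control wells and 100% = median of IBMX positive control wells; some compounds called inactive have numbers as strong as hits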
PAX8 inh HTS – lowers PAX8-driven luciferase in RMG-I cells. actives 1.2% (n = 360,000). RMG-I TPO-luciferase reporter, SteadyGlo, 24 h. inhibition, % at 12.6 µM;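 active means mean replicate inhibition at least 60% with every replicate also reaching 60%; inconclusive means only one of the two criteria is met; inactive means mean below 60% and not all replicates reaching 60%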;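 further: luciferase light reporting Pax8 driven TPO promoter activity; plate controls were median of neutral control wells for no effect and mitoxantrone controls for full effect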
ARNT-TACC3 inh – disrupts binding between human ARNT and TACC3; AlphaScreen His-ARNT PAS-B/GST-TACC3 binding, luminescence; TACC3 fragment carries E629A point mutation; inhibition, % at 9.99 µM; actives 0.66% (n = 390,000); AID 623870;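 active means mean inhibition of replicates at least 50% and at least half of replicates each reaching 50%; inconclusive means half or more replicates reach 50% but mean below 50%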;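 further: 0% = complete ARNT plus TACC3 wells and 100% = ARNT alone without TACC3; many hits fall short of the cut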
Xi reactivation – activators of X-chromosome reactivation in mouse fibroblasts; XiGFP mouse fibroblasts, % GFP-positive cells imaging, 3 d; cells co-treated with 5-aza-dC sensitizer; scaled so ellipticine positive control = 100%; activation, % at 7.58 µM; actives 0.055% (n = 360,000); AID 743238;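 active means mean normalized replicate activation at least 10% and every replicate at or above 10%; inconclusive means only one of the two criteria met; inactive means mean below 10% and not all replicates reach 10%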;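 further: 0% = median of on-plate neutral control wells and 100% = ellipticine 6 µM median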
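Assay system – SV40-immortalized XiGFP fibroblast cells, line 68-5-11 · Buffer or medium – DMEM supplemented with 5-aza-dC as sensitizing agent · Dosing – one concentration, pinned · Benchmarks – positive control ellipticine, 6 µM final · Times – 3 days compound exposure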
ERp5 block – blocks human ERp5 reductase activity on insulin; Q15084; ERp5 insulin aggregation, absorbance 650 nm, 90 min; inhibition, % at 9.99 µM; actives 0.05% (n = 350,000);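 active means mean replicate inhibition above about 25%, with every replicate also reaching it, limit read from the data, passing the limit was not always enough; inconclusive means only one of those two criteria met; inactive means neither criterion met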
Target sequence (Q15084 whole entry, looked up): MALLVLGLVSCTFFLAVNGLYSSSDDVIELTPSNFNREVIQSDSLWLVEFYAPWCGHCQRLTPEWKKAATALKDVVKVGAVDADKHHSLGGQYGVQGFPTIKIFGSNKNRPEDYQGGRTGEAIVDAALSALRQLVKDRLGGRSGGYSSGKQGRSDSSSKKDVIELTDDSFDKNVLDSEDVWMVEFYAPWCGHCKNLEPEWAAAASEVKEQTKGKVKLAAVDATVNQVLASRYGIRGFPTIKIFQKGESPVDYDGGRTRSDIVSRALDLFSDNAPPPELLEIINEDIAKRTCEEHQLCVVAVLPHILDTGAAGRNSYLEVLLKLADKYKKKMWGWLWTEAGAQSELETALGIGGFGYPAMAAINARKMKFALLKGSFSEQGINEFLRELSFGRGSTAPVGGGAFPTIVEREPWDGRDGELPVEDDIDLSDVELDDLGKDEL
CFTR F508del cor – correctors of CFTR F508del function in bronchial epithelial cells; activity (quench increase), % at 7.58 µM; CFBE cells, YFP halide quenching; stimulated with forskolin plus potentiator P3; % fluorescence drop versus neutral controls; AID 720511; actives 0.36% (n = 350,000);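 active means mean added fluorescence quench of at least 8% versus neutral control, with both replicates also reaching 8%; inconclusive means only one of the mean or replicate conditions met; inactive means mean below 8% and not both replicates reaching 8%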;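 further: cells transiently co-express mutant CFTR-F508del with the halide-sensitive YFP; corrector assay measuring rescue of mutant channel to the surface after 24 h compound exposure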
* marks the source's active call; other numbers are inactive results; ? = inconclusive; . = not tested or not shown; & = joins results of further samples.

SMILES | DENV2 CPE | EWS-Fli block | GSIS activator | PAX8 inh HTS | ARNT-TACC3 inh | Xi reactivation | ERp5 block | CFTR F508del cor
COC(=O)CSc1nnc(-c2ccc(S(=O)(=O)N3CCCC3)cc2)o1 | -6 | 7 | 6 | -12 | -18 | 0.2 | 4 | -2.7
COc1ccccc1N(CC(O)COc1ccccc1C)S(=O)(=O)c1ccccc1 (stereo not drawn) | 4 | -2 | -25 | -4 | -4 | 0.1 | 0 | 0.9
CC(C)C[C@H]1CN(CCCC[C@H]2CNC(=O)C(=O)N2Cc2ccccc2)C(=O)C(=O)N1Cc1ccccc1 | -3 | -3 | 6 | 4 | . | -0.1 | -2 | 2.1
O=C(CN1CCOCC1)NCC[C@@H]1CC[C@H](NS(=O)(=O)c2ccc(Cl)cc2)[C@@H](CO)O1 | -6 | 8 | 10 | -9 | -5 | 0.3 | -1 | 1.3
C[C@H](CO)N1C[C@H](C)[C@H](CN(C)S(C)(=O)=O)Oc2cc(C3=CCCC3)ccc2S1(=O)=O | . | 6 | 8 | . | . | -0.9 | . | -1.5
CC(=O)NNc1nc(-c2ccccc2)c2cc(Cl)ccc2n1 | 3 | 4 | 3 | . | . | 0.0 | -3 | -1.3
N#Cc1ccccc1COC(=O)c1cc(S(=O)(=O)N2CCOCC2)ccc1F | -7 | 2 | . | -13 | . | 0.2 | -2 | -1.4
O=C(NCc1ccccc1C(F)(F)F)c1cccc2c1C(=O)c1ccc(N3CCCCC3)cc1S2(=O)=O | -13 | -78 | 3 | 11 | -5 | 4.6 | 0 | -1.1
CC1=C(C(=O)N(C(C)C)C(C)C)CC(CC(=O)NC2CCCC2)C(=O)N1CCCN1CCCC1=O (stereo not drawn) | 12 | -2 | 0 | 7 | . | -0.1 | 7 | 2.0
CC1CN(C(=O)COC(=O)[C@@H](NC(=O)c2ccccc2Cl)C(C)C)CC(C)O1 (stereo partly drawn) | 11 | 3 | 5 | 5 | -2 | 0.0 | 0 | -5.7
C=CCn1c(SCC(=O)c2c(N)n(C3CC3)c(=O)[nH]c2=O)nnc1-c1ccoc1C | -8 | -1 | 12 | -4 | 9 | 0.1 | 2 | 0.8
CN(CCCNC(=O)c1ccc(CS(=O)c2ccc(Br)cc2)o1)Cc1ccccc1 (stereo not drawn) | -4 | -2 | 12 | -6 | 2 | 0.1 | -3 | -3.7
Cc1noc(C)c1S(=O)(=O)Nc1ccc2c(c1)CC(=O)N([C@H](C)CO)C[C@H](C)[C@H](CN(C)S(=O)(=O)c1ccc(F)cc1)O2 | -15 | 5 | -2&-15 | -14 | 6 | -0.8&0.0 | 0 | 0.0
O=C(O)c1cc(NN=Nc2cccc([N+](=O)[O-])c2)cc([N+](=O)[O-])c1 | 1 | -9 | -19 | -3 | 8 | -0.2 | 0 | -0.5
CCn1ccnc1CN(C)Cc1cn(-c2ccc(C)cc2)nc1-c1cccc(C)c1 | -3 | 14 | -4 | -9 | 5 | 0.0 | -2 | 1.2
COc1cccc(NC(=O)COC(=O)c2c(C)nn(-c3ccccc3)c2C)c1 | -6 | -16 | 17 | -16 | 11 | 0.7 | 15 | -6.6
CC(C)NC(=O)N1CCCCN2[C@H](CO)[C@H](c3ccc(Br)cc3)[C@H]2C1 | -10 | -17 | 15 | 4 | -5 | 0.1 | -2 | 0.9
COc1ccc2nc3ccccc3nc2c1NC(=O)c1ccccc1Cl | 1 | -10 | 7 | -12 | 20 | 0.0 | 0 | -0.6
Cc1ccc(NS(=O)(=O)c2c(C)[nH]c(C)c2C(=O)N2CCCCC2)c(Cl)c1 | 4 | . | -2 | 10 | -4 | 0.0 | 0 | 0.0
N#Cc1ccc(S(=O)(=O)N2CCCc3nc(-c4ccc(F)cc4)ccc32)cc1 | -5 | 5 | . | 28 | . | 0.1 | 3 | -0.8
CCCCn1cnc2c(c1=O)c1nc3ccccc3nc1n2Cc1ccc2c(c1)OCO2 | 5 | 0 | 11 | 5 | -2 | 0.0 | 1 | 2.4
CCCc1cc(=O)[nH]c(SCC(=O)Nc2nonc2C)n1 | -3 | -2 | -4 | -9 | -5 | 0.3 | 0 | -0.2
Cc1cc(N2CCN(Cc3nc(-c4ccc(Cl)cc4)oc3C)CC2)cc(C)n1 | 7 | 3 | -16 | 22 | . | 0.1 | -5 | -3.7
O=C([C@@H]1CC=C[C@@H]2CCN(C3CC3)C(=O)[C@@H]21)N1CCN(c2ccccc2)CC1 | 10 | 10 | . | -3 | -3 | -0.1 | -2 | -1.5
COc1ccc(NC(=O)c2ccc3c(c2)OCO3)cc1[N+](=O)[O-] | -3 | -104 | 22 | -82 | -6 | 0.0 | 6 | -1.7
SMILES | DENV2 CPE | EWS-Fli block | GSIS activator | PAX8 inh HTS | ARNT-TACC3 inh | Xi reactivation | ERp5 block | CFTR F508del cor
CN(C)Cc1c(C(=O)N/N=C/c2cccc(OCc3ccc(F)cc3)c2)nnn1-c1nonc1N | -2 | -8 | 11 | -5 | 0 | 0.1 | -3 | 0.4
Nc1ncnc2c1ncn2[C@@H]1O[C@H](C(=O)N2CCSC2)[C@@H](O)[C@H]1O | ? | 4 | 2 | -3 | . | 0.3 | 8 | 1.8
CCOc1ccc(CN(C)C(=O)CNC(=O)Cc2cccc3ccccc23)cc1 | -2 | 7 | 5 | 9 | -1 | 0.2 | 1 | 0.9
Cc1ccc(S(=O)(=O)N(C)C[C@@H]2Oc3ccc(NC(=O)CCN4CCOCC4)cc3C(=O)N([C@@H](C)CO)C[C@@H]2C)cc1 | -12 | -8 | 19 | 1 | 0 | -0.9 | 0 | -0.1
C[C@@H]1CCCCO[C@@H](CN(C)C(=O)C2CCCCC2)[C@H](C)CN([C@H](C)CO)C(=O)c2cc(NC(=O)c3ccccc3)ccc2O1 | 3 | 13 | -29 | . | 19 | 0.2 | 1 | 0.5
C[C@@H]1CCCCO[C@H](CN(C)C(=O)NC2CCCCC2)[C@H](C)CN([C@@H](C)CO)C(=O)c2cc(NS(=O)(=O)c3cccs3)ccc2O1 | -3 | -5 | -20 | -1 | -3 | 0.1 | 0 | 1.2
Cc1ccc(S(=O)(=O)Nc2cccc3c2O[C@@H](CN(C)Cc2ccc(C(=O)Nc4ccccc4N)cc2)[C@@H](C)CN([C@H](C)CO)C3=O)cc1 | 9 | 3 | 11 | -8 | . | -0.3 | 5 | 4.0
CCCC(=O)Nc1ccc2c(c1)C(=O)N(C)C[C@H](OC)[C@H](C)CN(C(=O)CC1CC1)[C@H](C)CO2 | 3 | 13 | -7 | -10 | -5 | 0.0 | -9 | -0.2
COc1ccc(C(C(=O)NCc2ccccc2)n2c(-c3ccncc3)nc3ccccc32)cc1 (stereo not drawn) | 22* | -26 | -10 | 3 | . | 0.1 | 4 | 2.5
C=CCN(c1ccc(C(=O)Nc2ccc3c(c2)n(C)c(=O)n3C)cc1)S(C)(=O)=O | 2 | 24 | 8 | 37 | -3 | 0.0 | 0 | -3.0
Cc1ccccc1C(=O)Nc1ccc(N2CCCCCC2)cc1 | 2 | -90 | -9 | -65 | -1 | 0.0 | 2 | 3.6
CCOC(=O)C1=C(c2ccccc2)NC(=O)NC1c1ccc(O)c(OCC)c1 (stereo not drawn) | 8 | -5 | -12 | -6 | 1 | -0.1 | 1 | -0.4
O=C(Nc1cccc(-n2cnnn2)c1)c1cccc(Cl)c1 | -1 | . | 8 | 2 | 1 | 0.0 | 7 | -1.3
CC1C(=O)N2CCCc3cc(S(=O)(=O)NCc4ccc(F)cc4)cc1c32 (stereo not drawn) | 4 | 1 | 28 | 12 | 1 | 0.0 | -4 | -1.3
CN(C)C(=O)C[C@H]1C[C@H]2c3cc(NC(=O)c4cccnc4)ccc3O[C@H]2[C@H](CO)O1 | 15 | 0 | -4 | -15 | 4 | 0.0 | -1 | 3.7
COC(=O)C1CCN(C(=O)CN2C(=O)c3ccccc3S2(=O)=O)CC1 | 8 | -13 | 6 | -116 | -2 | 0.1 | 4 | 1.7
COc1ccccc1C#Cc1ccc2c(c1)O[C@H](CN(C)Cc1ccccc1)[C@@H](C)CN([C@H](C)CO)S2(=O)=O | ? | 10 | -15 | . | -2 | 0.2 | -6 | 1.7
CCN(Cc1ccccc1)c1ccc(/C=N/N=C(N)N)cc1 | 1 | 57* | . | . | 25 | -0.1 | 2 | 9.9*
CN(c1cccnc1)c1ccc(NC(=O)CCc2c[nH]c3ccccc23)cc1Br | -7 | 11 | -12 | 5 | . | 0.1 | -11 | 2.9
COc1ccc(OC)c(C(=O)NC(CC(N)=O)c2ccc(N3CCC(N4CCCC4)CC3)c([N+](=O)[O-])c2)c1 (stereo not drawn) | -1 | -15 | 19 | -11 | -3 | 0.0 | 1 | -2.7
CCN1CCN(c2cc(C)c3cc(NC(=S)NCCN(C)C)ccc3n2)CC1 | -6 | 0 | 0 | -25 | 11 | 0.1 | -6 | 1.2
O=C1CC(c2ccccc2)=Nc2ccccc2N1 | -1 | -4 | 1 | . | -2 | . | 9 | -1.5
CN(C)c1nn2c(-c3ccccc3)nnc2o1 | 8 | -3 | . | -11 | . | 0.3 | 1 | 1.8
O=C(C[C@@H]1C=C[C@H](NC(=O)CN2CCOCC2)[C@H](CO)O1)NC1CCCCC1 | 0 | 4 | 24 | 5 | -14 | 0.0 | -8 | -0.7
COCCN1C(=O)N(c2ccc(Cl)cc2)C(=O)C1CC(=O)Nc1cc(OC)cc(OC)c1 (stereo not drawn) | 0 | 7 | -6 | -12 | -1 | 0.1 | 1 | 1.1
SMILES | DENV2 CPE | EWS-Fli block | GSIS activator | PAX8 inh HTS | ARNT-TACC3 inh | Xi reactivation | ERp5 block | CFTR F508del cor
CCC(C)Nc1nc(C)nc2c1oc1ccccc12 (stereo not drawn) | -7 | -1 | -13 | -16 | 2 | 0.0 | 0 | 0.2
CCOC(=O)c1cccnc1NC(=O)c1ccccc1 | ? | 1 | 25 | -31 | -8 | 0.1 | 4 | -1.8
CN(C(=O)COC(=O)CSc1ccc([N+](=O)[O-])cc1)C1CCS(=O)(=O)C1 (stereo not drawn) | -9 | -5 | 13 | -8 | -4 | 0.2 | -3 | -0.2
CCC(=O)N1CC2(C1)[C@@H](c1ccc(-c3ccc(F)cc3)cc1)[C@@H](CO)N2S(C)(=O)=O | -8 | -1 | 5 | -2 | . | 0.0 | -3 | -3.6
CC(C)N1CCC(N2CCN(Cc3ccc(C#CC(C)(C)O)s3)CC2CCO)CC1 (stereo not drawn) | 1 | 0 | 9 | 14 | -6 | 0.1 | 1 | .
N#C/C(=C(/O)c1ccccc1F)c1nc2cc(C(F)(F)F)ccc2s1 | 0 | -23 | 1 | -56 | -3 | 0.0 | 3 | 0.7
Cc1nnc(SC(C(=O)Nc2ccc(Cl)c([N+](=O)[O-])c2)c2ccccc2)[nH]c1=O (stereo not drawn) | 10 | 16 | -13 | 19 | 2 | 0.0 | 2 | 3.9

As entered above:
`N#C/C(=C(/O)c1ccccc1F)c1nc2cc(C(F)(F)F)ccc2s1` in EWS-Fli block is listed with -23
`CCC(C)Nc1nc(C)nc2c1oc1ccccc12` (stereo not drawn) in ERp5 block is listed with 0

Source: PubChem (Broad Institute)
